# CRFBP-R2 block: blocks CRF-induced signaling of the CRF-BP/CRF-R2 complex. HEK293 CRF-R2/CRF-BP, CRF-induced calcium fluorescence. inhibition, % at 11.8 µM. actives 0.59% (n = 350,000). AID 588475;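 active means inhibition of the ligand-induced calcium signal above about 50% at the single tested concentration, limit read from the data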
# pCIP destab: p/CIP protein destabilization | actives 0.01% (n = 290,000) | Q05BA5 | AID 1984 | F442A p/CIP-EGFP cells, EGFP fluorescence, 16 h | decrease of EGFP signal, % at 10 µM;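 active means EGFP signal decrease of at least 30% at 10 µM or well 3 SD below plate mean, unless failing retest; inactive means the rest, including hits failing retest or dose response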; further: some compounds called inactive have numbers as strong as hits; many of its hits are not listed in these tables
# IMP-1 inhibitor: blocks Pseudomonas aeruginosa IMP-1 metallo-beta-lactamase | purified IMP-1, nitrocefin hydrolysis, epi-absorbance fluorescence | inhibition, % at 5.6 µM | actives 0.45% (n = 290,000) | AID 1556;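 active means inhibition above the mean plus 3 SD of all compounds in the same screening run, cut at about 4.5% in these data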;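 further: 0% = IMP-1 with DMSO and 100% = DMSO wells lacking enzyme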
#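 System: Purified IMP-1 | Read-out basis: Percent enzyme inhibition | Controls: IMP-1 with DMSO as 0%, enzyme-free DMSO as 100% | Replicates: One well per compound | Doses: 5.6 µM nominal single concentration | Detection: Epi-absorbance fluorescence, 480 nm excitation, 530 nm emission | Incubation: 25 °C, 15 min preincubation, 25 min reaction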
# VIM-2 inhibitor: inhibitors of Pseudomonas aeruginosa VIM-2 metallo-beta-lactamase | inhibition, % at 5.6 µM | actives 0.89% (n = 290,000) | purified VIM-2, nitrocefin hydrolysis, epi-absorbance fluorescence | AID 1527;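 active means inhibition above the mean of all tested compounds plus 3 SD, cutoff set per screening run, cut at about 7.5% in these data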;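 further: red hydrolysis product quenches plate fluorescence so inhibitors raise well fluorescence; 0% = enzyme with DMSO and 100% = DMSO without enzyme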
# IDE inh: cellular human IDE inhibition; P14735; HEK cells, FAbetaB cleavage, fluorescence polarization; inhibition, % at 5.59 µM; actives 0.41% (n = 320,000); AID 434962;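 active means percent inhibition above the average of all tested compounds plus 3 SD, set per screening campaign, cut at about 16% in these data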;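 further: IDE supplied by intact live HEK cells; FP after avidin binding of uncleaved biotin substrate so inhibition keeps polarization high; 0% = DMSO wells and 100% = 60 µM reference IDE inhibitor Ii1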
# Target sequence (P14735 whole entry, looked up): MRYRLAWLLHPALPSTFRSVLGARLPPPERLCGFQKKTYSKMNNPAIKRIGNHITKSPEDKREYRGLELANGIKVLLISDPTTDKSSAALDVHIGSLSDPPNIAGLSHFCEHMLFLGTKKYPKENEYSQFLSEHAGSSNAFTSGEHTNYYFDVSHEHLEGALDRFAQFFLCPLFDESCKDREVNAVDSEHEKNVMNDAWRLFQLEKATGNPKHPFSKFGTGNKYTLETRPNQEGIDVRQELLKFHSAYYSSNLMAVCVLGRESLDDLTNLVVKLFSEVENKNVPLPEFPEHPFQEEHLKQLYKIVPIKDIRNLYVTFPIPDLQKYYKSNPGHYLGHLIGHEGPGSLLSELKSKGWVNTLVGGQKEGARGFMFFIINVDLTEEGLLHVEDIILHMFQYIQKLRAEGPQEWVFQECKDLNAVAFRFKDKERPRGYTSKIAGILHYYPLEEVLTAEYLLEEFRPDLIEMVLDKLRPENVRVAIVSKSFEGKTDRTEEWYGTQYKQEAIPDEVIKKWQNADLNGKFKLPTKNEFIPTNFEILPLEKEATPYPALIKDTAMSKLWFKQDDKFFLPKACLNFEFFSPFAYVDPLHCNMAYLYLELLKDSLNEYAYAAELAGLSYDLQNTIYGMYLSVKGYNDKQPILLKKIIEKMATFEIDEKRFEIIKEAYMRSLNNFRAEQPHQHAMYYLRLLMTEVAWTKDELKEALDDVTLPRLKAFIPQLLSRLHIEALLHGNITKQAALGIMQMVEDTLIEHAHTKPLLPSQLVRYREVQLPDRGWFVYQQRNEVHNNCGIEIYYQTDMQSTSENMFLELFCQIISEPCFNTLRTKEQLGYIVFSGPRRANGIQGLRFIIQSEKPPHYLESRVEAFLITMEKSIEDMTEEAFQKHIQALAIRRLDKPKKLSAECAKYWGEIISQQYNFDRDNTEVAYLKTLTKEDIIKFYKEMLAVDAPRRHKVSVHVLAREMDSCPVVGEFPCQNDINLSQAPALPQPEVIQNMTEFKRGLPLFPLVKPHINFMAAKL
# SUMO HTRF inh: blocks human SUMOylation mediated by UBC9. actives 0.36% (n = 290,000). AID 2006. HTRF SUMOylation assay, SAE1/SAE2 + UBC9, in vitro. inhibition, % at 35 µM; in the data active means inhibition above about 50%, passing the limit was not always enough; further: strong numbers were not always called active
# GalR3 antag: antagonists of human GalR3. actives 0.44% (n = 360,000). HEK293 GalR3-CNG cAMP membrane potential fluorescence; galR3 body fused to GalR1 C-terminus. inhibition, % at 3 µM;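 active means inhibition above the screen-wide average plus 3 SD, cut at about 13% in these data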;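 further: forskolin and galanin both at EC90 stimulate the cells; cAMP rise reported by CNG channel membrane potential dye signal; 0% = forskolin plus galanin with DMSO and 100% = forskolin alone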
# IDE cell activ: activators of human insulin-degrading enzyme in cells; P14735; HEK cells, FAbeta-B cleavage, fluorescence polarization; 0% vehicle, 100% cell-free pure enzyme wells; activation, % at 5.96 µM; actives 0.073% (n = 340,000);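 active means activation above the mean of all tested compounds plus 3 SD, set per screening campaign, cut at about 17% in these data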
# NS3 helicase inh: inhibitors of Hepatitis C virus NS3 helicase. NS3 helicase DNA unwinding, Cy5 molecular beacon fluorescence. inhibition, % at 10.9 µM. actives 0.56% (n = 290,000). AID 1800;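 active means inhibition above the mean of all tested compounds plus 3 SD, set per campaign, cut at about 35% in these data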;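 further: 0% = DMSO wells and 100% = thioflavine S control wells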
#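 Material: hepatitis C virus NS3 helicase domain fragment enzyme; measured by: Cy5 fluorescence, 0 and 60 min reads; control set: DMSO and thioflavine S; incubation: 60 min unwinding reaction at 25 °C after ATP addition; read-out basis: % inhibition from 60/0 min fluorescence ratio, DMSO 0%, thioflavine S 100%; repeats: singlicate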
# * = called active by the depositor; . = no result given.
SMILES,CRFBP-R2 block,pCIP destab,IMP-1 inhibitor,VIM-2 inhibitor,IDE inh,SUMO HTRF inh,GalR3 antag,IDE cell activ,NS3 helicase inh
COc1cccc(C2(c3cccc(OC)c3)CC2C(=O)Nc2ccccc2Cl)c1 (stereo not given),77*,-5,-1.1,-0.7,-5,-6,-4,-3,-14
CN1CCN(c2ccc(NC(=O)C(C)(c3ccccc3)c3ccccc3)cc2)CC1,1,-14,-3.9,-1.8,-13,6,-12,4,-70
CCCCCC(=O)N(CN1C(=O)CCC1=O)c1ccccc1,-23,-4,-0.5,1.8,4,15,-5,0,9
O=C1C2C(C(=O)N1CC1CCCO1)C1C=CC2C12CC2 (stereo not given),-6,0,-6.0,-4.1,3,6,4,-1,-5
O=C(NNC(=O)C1CCN(S(=O)(=O)c2c(Cl)cccc2Cl)CC1)c1ccccc1O,-4,.,.,.,-6,.,0,8,.
Cc1cc(C(=O)CSc2nn3c(=O)c(C(C)(C)C)nnc3s2)c(C)n1C1CC1,-26,-2,0.6,0.5,1,2,-5,-4,3
COCCN1Cc2cc3cc(C)ccc3nc2SC1=Nc1ccc(OC)cc1,-2,-1,-3.4,-3.6,4,18,-7,3,1
Cc1[nH]cnc1CSCCN,-3,-2,-1.6,-1.7,3,-8,4,5,-7
CC1(C)Cc2nc3sc4c(=O)[nH]cnc4c3cc2CS1,15,-1,0.2,-2.0,2,27,-2,-1,1
Cc1cc(S(=O)(=O)NC2CCCCC2)ccc1OCC(=O)NCc1cccnc1,-26,-6,-3.7,-3.1,2,13,-7,10,-3
CC1=CC(c2ccccc2)n2nc(N3C(=O)CCC3=O)nc2N1 (stereo not given),-8,10,-3.0,-2.9,7,3,-5,3,0
O=C(CCCN1C(=O)[C@H]2CC=CC[C@H]2C1=O)NCc1nc(-c2ccc(Cl)cc2)no1,-6,-7,-0.7,-2.7,0,-2,-9,-3,-4
COc1ccccc1NC(=O)c1oc2ccc(C)cc2c1C,-34,-7,-2.3,-2.3,8,2,-2,-6,-5
Cc1ccc(S(=O)(=O)N2CCCCC2)cc1C(=O)NCc1ccccn1,5,-2,-1.1,0.7,-2,0,-8,0,-9
O=C(C(=O)N1CCCC1)c1c(-c2ccccc2)[nH]c2ccccc12,-2,-7,-1.0,-0.4,-1,20,-10,0,-18
Cc1ccc(NC2=NCC(=O)N2Cc2cccs2)cc1C,7,5,-3.7,-2.0,-2,-20,2,-6,-16
CCN1C/C(=C/c2cccs2)c2nc3ccccc3c(C(=O)O)c2C1,-17,-8,-1.8,1.8,9,15,-7,8,-29
COc1ccc([N+](=O)[O-])cc1NC(=O)N(C)Cc1ccco1,24,-2,-1.3,0.2,0,16,-5,-2,2
CCCCCOc1ccc(Br)cc1CSC(=N)N,-42,-3,-4.1,-0.8,.,6,19*,4,-63
O=C(NCc1cccc(Cl)c1)c1ccc(CS(=O)Cc2ccccc2Cl)o1 (stereo not given),-5,-5,-2.3,-2.4,1,4,3,3,-7
CSc1c(-c2ccccc2)nc2ccccc2c1C(=O)O,-20,-3,-1.3,2.0,1,-6,-2,4,3
O=C(O)CC(NS(=O)(=O)c1cccc2nsnc12)c1ccc(F)cc1 (stereo not given),-15,-9,-1.0,0.8,3,13,2,1,-5
CN(C)CCCNC1CS(=O)(=O)CC1O (stereo not given),22,-18,-3.9,-1.9,10,17,2,3,-12
Cc1ccc(S(=O)(=O)NNC(=O)CCC(=O)Nc2ccccc2Cl)cc1,-13,-4,-3.3,-2.5,.,9,1,0,7
COc1ccc(CCNC(=O)CN2CCN(c3cccc(C(F)(F)F)c3)CC2)cc1,-13,-15,-3.8,-4.5,1,-13,-2,7,-9
CC(=O)Nc1ccc(S(=O)(=O)Nc2nc(C)nc3sc4c(c23)CCC4)cc1,6,-18,-1.0,1.3,2,14,-3,7,6
O=C(C[n+]1ccccc1)c1ccc(NC(=O)c2ccccc2)cc1,8,-10,-1.5,-1.1,2,7,-2,-2,-22
CC(C)Nc1nc(Cl)nc(N(C#N)CN2C(=O)c3ccccc3S2(=O)=O)n1,8,-14,6.9*,3.5,0,8,-8,-2,-3
COc1ccc(N(CC(=O)N2CCCC(C)C2)S(=O)(=O)c2c(C)nn(C)c2C)cc1 (stereo not given),-15,-10,-1.8,-2.9,-1,19,.,3,-1
O=C(Cc1cccc2ccccc12)NC(NC(=S)Nc1ccccc1Cl)C(Cl)(Cl)Cl (stereo not given),4,7,2.3,1.1,7,12,0,-3,9
Cc1cc(=O)n(C)c(=O)n1CCCCCN1CCCC1,-3,-5,-7.5,-0.1,8,-8,-3,6,0
CCN(CC)C(=O)CSc1ncnc2c(-c3cccs3)nsc12,-6,-23,-0.1,0.0,3,33,-3,-2,4
CN=c1scc(-c2ccco2)n1/N=C/c1ccc(O)c(O)c1,-34,-2,-1.0,-1.4,.,-8,0,3,7
O=C(CCN1CCCO1)N1CCCC(N2CCN(c3cccc(C(F)(F)F)c3)CC2)C1 (stereo not given),2,5,-5.1,-3.5,1,-10,-3,3,3
O=C(CSc1ccc2nnc(-c3ccncc3)n2n1)Nc1ccc2c(c1)OCCO2,-4,2,-1.6,-5.6,0,4,-1,2,-2
CN(Cc1ccccc1)S(=O)(=O)c1csc(C(N)=O)c1,18,0,-1.9,0.9,-1,21,-6,-2,8

# Fetched by compound from the list above:
SMILES,CRFBP-R2 block,pCIP destab,IMP-1 inhibitor,VIM-2 inhibitor,IDE inh,SUMO HTRF inh,GalR3 antag,IDE cell activ,NS3 helicase inh
CC(=O)Nc1ccc(S(=O)(=O)Nc2nc(C)nc3sc4c(c23)CCC4)cc1,6,-18,-1.0,1.3,2,14,-3,7,6
CN=c1scc(-c2ccco2)n1/N=C/c1ccc(O)c(O)c1,-34,-2,-1.0,-1.4,.,-8,0,3,7
O=C(CCN1CCCO1)N1CCCC(N2CCN(c3cccc(C(F)(F)F)c3)CC2)C1 (stereo not given),2,5,-5.1,-3.5,1,-10,-3,3,3

# Next section:
SMILES,CRFBP-R2 block,pCIP destab,IMP-1 inhibitor,VIM-2 inhibitor,IDE inh,SUMO HTRF inh,GalR3 antag,IDE cell activ,NS3 helicase inh
COCCCNC(=O)CNC(=S)N(Cc1cc(OC)c(OC)c(OC)c1)C1CCCC1,16,1,-4.0,-1.1,7,11,-5,4,-4
COc1ccc2[nH]c(=O)c(CN(C(=O)c3cccnc3)c3ccccc3C)cc2c1,-27,4,-0.4,2.1,5,32,2,-6,0
Cc1nn(Cc2ccc(F)cc2Cl)c(C)c1[N+](=O)[O-],-1,-12,-0.5,0.1,3,9,6,4,-2
CCCN1CCC(NC(=O)Cc2ccc(C)cc2)CC1,-16,7,-1.4,0.6,2,2,-6,-2,14
Cc1ccc(Cn2ncc3c(N4CCN(c5ccccc5C)CC4)ncnc32)cc1,3,-12,-1.4,-0.6,-3,6,-5,1,-3
N/C(=N\OC(=O)COc1cc(Cl)c(Cl)cc1Cl)c1ccncc1,-34,-3,-1.9,-2.3,7,-8,-6,.,-5
CC1(c2nnc(-c3ccccc3)o2)CC(c2cccnc2)=NO1 (stereo not given),-7,-13,.,.,4,24,1,6,.
NC(=O)CNC(=O)C1CCN(S(=O)(=O)c2ccc(-n3cnnn3)cc2)CC1,2,6,-0.1,-0.7,2,-11,-2,2,10
CC(=O)NC1C(=O)N(C)c2ccc(Br)cc21 (stereo not given),9,-3,-1.8,-1.2,4,0,-5,3,4
CC1(c2ccccc2)NC(=O)N(CC(=O)N2CCN(S(=O)(=O)c3ccccc3[N+](=O)[O-])CC2)C1=O (stereo not given),4,-5,-2.9,-3.0,1,0,-2,2,2
CCOC(=O)c1c(C)[nH]c(C)c1C(=O)COC(=O)c1cc(OC)cc(OC)c1,0,-8,-4.0,-2.2,4,-13,-5,2,-13
CN(Cc1ccccc1)C(=O)Cn1nc(C(F)(F)F)c2c1CCC2,10,-5,-0.9,-2.2,5,19,-5,-2,0
S=C(NCC1CC1)N/N=C/c1ccccc1Cl,-10,4,-1.8,-4.1,5,1,0,0,-1
CCOC(=O)c1cc2sccc2n1CC(=O)c1ccc2c(c1)OCCO2,-25,14,-2.4,-4.5,2,-18,-9,0,-14
CCC(C(=O)Nc1ccc2c(c1)OCCO2)n1nnc2ccccc2c1=O (stereo not given),2,-3,-2.7,-2.4,5,2,-6,3,-3
COc1ccccc1N1CCN(CCCOc2ccc(F)cc2)CC1,12,-11,-1.9,-1.2,6,7,-2,8,0
CN(CC(=O)N1CCCC1)S(=O)(=O)c1ccc(Cl)cc1,-5,-4,-1.6,-3.2,5,3,0,-1,12
CC(C)(C)C(=O)C(Cc1ccccc1)n1cncn1 (stereo not given),28,3,-1.6,3.4,-2,10,1,0,-6
CCn1c(CSc2n[nH]c(N)n2)nc2cc(C(=O)O)ccc21,6,11,-4.7,1.2,1,17,0,-2,6
COc1ccccc1OCC(=O)Nc1cc(Cl)ccc1N1CCCCC1,2,.,.,.,-3,.,-9,5,.
COCCn1nnnc1C(c1ccccc1)N1CCN(C(=O)c2ccco2)CC1 (stereo not given),14,-10,-4.3,-2.6,10,-10,-8,0,-1
COCCN(C(=O)C1CC(=O)N(Cc2ccccc2)C1)c1nc(-c2ccc([N+](=O)[O-])cc2)cs1 (stereo not given),5,.,.,.,1,.,-3,2,.
Cc1ccccc1-n1c(C)cc(/C=N/NC(=O)c2ccncc2)c1C,-28,6,-0.1,-0.6,-4,-15,-3,6,-5
C/C(N)=C(/C#N)C(=O)COC(=O)c1ccccc1Oc1ccccc1,-8,-13,-3.0,-3.2,1,-1,6,2,-3
CCOc1cc(C#N)c(NC(=O)CSc2nnnn2-c2ccc(OC)cc2)cc1OCC,1,-14,-4.7,-2.8,1,-21,-5,3,-4
COC(=O)c1ccc(C2C(C(=O)c3ccco3)=C(O)C(=O)N2CC2CCCO2)cc1 (stereo not given),-1,-3,-2.5,-1.2,5,0,-6,-2,1
CCCN(CC(=O)Nc1ccccc1C)C(=O)c1ccc2c(c1)OCO2,3,.,.,.,2,.,1,4,.
N#Cc1cc(-c2ccccc2)nnc1Oc1ccccc1,2,4,-1.9,-3.6,1,-11,-3,5,10
O=C(CNC(=O)C12CC3CC(CC(C3)C1)C2)NCc1ccccc1,6,.,.,.,7,.,-4,6,.
C/C(=N\NC(=O)COc1ccccc1)c1cccs1,-7,-19,-3.8,-3.7,-1,-3,-6,2,1
Cc1ccc(S(=O)(=O)NC(=O)NC(C)Cc2ccccc2)cc1 (stereo not given),12,4,-4.3,-2.5,-1,-6,-6,0,6
O=C(NCc1ccco1)c1cc(S(=O)(=O)N2CCOCC2)c(Cl)cc1Cl,8,-14,-1.9,-3.7,.,15,-5,1,-7
Cc1cccc(/C=N/N(CCO)C2=NS(=O)(=O)c3ccccc32)c1,-38,-2,-1.6,1.5,3,-1,1,-2,-6
O=C(O)C1C2C=CC(C2)C1C(=O)NC1CCS(=O)(=O)C1 (stereo not given),6,-11,-2.7,-4.1,-1,15,-2,3,0

# Screening data as filed in PubChem BioAssay.

# Compounds were not picked by outcome (roughly 3.2% active in at least one column).
